SW480 rereplic: A quantitative high throughput screen for small molecules that induce DNA re-replication in SW480 colon adenocarcinoma cells; SW480 DNA re-replication, Hoechst DNA content imaging, 48 h; Potency, µM (titrated, usually from 46.1 µM), for inactives: at the highest dose re-replication activation, actives largely listed as activators; actives 1.8% (n = 340,000); also: % of control where 0% means no effect; nearly all actives have a fitted effect of over 55% in size
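Quantitative HTS format with DMSO vehicle controls; 48 hr drug incubation at 37 C, then 40 min Hoechst staining and scanning imager measurement at 405 nm excitation.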
TDP43 rescue: qHTS of TDP-43 Inhibitors. TDP-43 expressing yeast growth rescue, BacTiter-Glo, 24 h. Potency, µM (highest dose often 46.1 µM), without a hit: top-dose growth rescue (activation), usual class: activators. actives 1.8% (n = 410,000); also: % of control where 0% means no effect; nearly all actives have a fitted effect of over 50% in size
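Readout is BacTiter-Glo luminescence of cell growth, so inhibitors register as activators. TDP-43-expressing yeast at OD600=0.02 in galactose medium, after raffinose pregrowth to mid-log, were incubated with compound for 24 hr at 30 deg C.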
GLP-1R inv ag: qHTS of GLP-1 Receptor Inverse Agonists (Inhibition Mode); Glucagon-like peptide 1 receptor (Homo sapiens), P43220; HEK293 GLP-1R CRE-luciferase, luminescence, 24 h; GLP-1R form is constitutively active; Potency, µM (top dose mostly 38.3 µM), for the others: top-dose activity change, negative = inhibition, actives largely listed as inhibitors; actives 1.6% (n = 410,000); AID 624417, 2012; also: % is scaled to controls: 0 for no effect and ±100 for the full control effect; nearly all actives have a fitted effect of over 55% in size
Target sequence (P43220 whole entry, looked up): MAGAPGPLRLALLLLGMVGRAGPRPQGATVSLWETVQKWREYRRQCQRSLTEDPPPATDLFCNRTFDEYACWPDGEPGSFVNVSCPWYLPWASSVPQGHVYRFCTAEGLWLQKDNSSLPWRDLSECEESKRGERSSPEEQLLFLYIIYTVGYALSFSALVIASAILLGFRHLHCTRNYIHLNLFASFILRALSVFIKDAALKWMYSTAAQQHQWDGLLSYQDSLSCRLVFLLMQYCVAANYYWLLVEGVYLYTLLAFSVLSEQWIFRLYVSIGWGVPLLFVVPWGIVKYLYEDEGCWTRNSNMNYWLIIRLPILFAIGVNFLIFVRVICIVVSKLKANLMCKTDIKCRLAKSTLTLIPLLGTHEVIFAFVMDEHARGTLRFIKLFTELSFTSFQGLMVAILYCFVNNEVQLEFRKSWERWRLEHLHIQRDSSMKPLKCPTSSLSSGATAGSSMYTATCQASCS
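GLP-1R inverse agonism mode: basal reporter luminescence in engineered HEK293 cells measured after one day of compound exposure at 37 deg C, with a 12 min room-temperature detection step.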
HT1080-NT tox: qHTS for induction of synthetic lethality in tumor cells producing 2HG: qHTS for the HT-1080-NT fibrosarcoma cell line; HT-1080-NT fibrosarcoma viability, CellTiter-Glo ATP luminescence, 48 h; Potency, µM (doses to about 46.1 µM), inactives show at the highest dose activity, negative = less viability, actives largely listed as cytotoxic; actives 1.6% (n = 360,000);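 also: NT is the 2HG producing partner of a matched IDH1 knockdown line; 0% = DMSO-treated cells and -100% = media-only wells without cells; nearly all actives have a fitted effect of over 55% in size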
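HT-1080-NT fibrosarcoma cells (2HG-overproducing), 750 cells/well in RPMI with 5% FBS, dosed after 2 h and incubated 48 h at 37C. CellTiter-Glo luminescence normalized to DMSO and no-cell wells; concentration-response curves fitted and classed.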
KB-V1 MDR tox: qHTS assay for MDR1-selective chemotherapeutics: Primary screen using the drug-selected MDR subline cells KB-V1; KB-V1 MDR cells viability, CellTiter-Glo, 72 h; Potency, µM (series often up to 46.1 µM), inactives show top-dose activity change, negative = cytotoxicity, hits mostly cytotoxic; actives 3.4% (n = 400,000); also: % is scaled to controls: 0 for no effect and ±100 for the full control effect; nearly all actives have a fitted effect of over 60% in size
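KB-V1 MDR subline cells in DMEM (phenol-red free, 10% FBS) exposed to compounds in qHTS concentration series for 72 h at 37 degrees C. Viability read by CellTiter-Glo luminescence; concentration-effect curves fitted after normalization and correction.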
HT1080 IDH1KD tx: qHTS for induction of synthetic lethality in tumor cells producing 2HG: qHTS for the HT-1080-IDH1KD cell line; HT-1080 IDH1 knockdown viability, ATP luminescence, 48 h; Potency, µM (titrated, usually from 46.1 µM), inactives show at the top dose activity, negative = toxicity, hits mostly cytotoxic; actives 2% (n = 360,000); AID 686971, 2013;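 also: 0% = DMSO wells and -100% = cell-free medium wells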
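HT-1080-IDH1KD cells (IDH1 knocked down), 750/well in RPMI with 5% FBS, treated with compound 48 h at 37 degrees C. Viability by CellTiter-Glo luminescence, normalised to DMSO and no-cell wells; concentration-response curves classed.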
KB-3-1 tox: qHTS assay for MDR1-selective chemotherapeutics: Primary screen using the parental adenocarcinoma cell KB-3-1; KB-3-1 viability, CellTiter-Glo ATP luminescence, 72 h; Potency, µM (series often up to 46.1 µM), for inactives: at the top dose activity change, negative = cytotoxic, actives largely listed as cytotoxic; actives 1.4% (n = 400,000); AID 1347075, 2019; also: % is scaled to controls: 0 for no effect and ±100 for the full control effect; nearly all actives have a fitted effect of over 60% in size
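Using CellTiter-Glo luminescence, growth of non-resistant KB-3-1 adenocarcinoma cells is assessed 72 h after pin-tool compound addition at 37 °C. Normalized responses across the concentration series yield fitted curves.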
GLP-1R agonist: qHTS of GLP-1 Receptor Agonists; HEK293 GLP-1R CRE-luciferase, luminescence, 4-6 h; cells express a hypersensitive GLP-1R form; actives 0.007% (n = 380,000); Potency, µM (series often up to 45.6 µM), for inactives: top-dose activation, hits mostly activators; AID 624172, 2012; Glucagon-like peptide 1 receptor (Homo sapiens), P43220; also: % of control where 0% means no effect
GLP1R cytotox: qHTS of GLP-1 Receptor Inverse Agonists: Cytotox Screen | HEK293 cAMP-luciferase reporter cells, luminescence, 24 h | Potency, µM (highest dose often 38.3 µM), for the others: at the top dose activity change, negative = inhibition, usual class: inhibitors | actives 0.13% (n = 410,000);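 also: loss of luciferase light is scored as toxicity; % is scaled to controls: 0 for no effect and ±100 for the full control effect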
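Step one: seed cells (200 cells/uL, DMEM with 10% Nu serum, 1% pen-strep). Step two: 12-hour incubation at 37 deg C. Step three: pin 23 nL compound, incubate 24 hr. Step four: add luciferase reagent, read luminescence 12 min later.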
* = called active by the depositor; ? = inconclusive; . = no result given; [ ] = dose if it differs, or a comment. Calls follow the shape of the dose curve; as a rule, active = well fitted curve in the direction sought with a large enough effect; inconclusive = small, poorly fitted or top-dose-only effect, or another doubt; inactive = no such curve, though single readings can be large; an effect the other way counts as inactive or inconclusive. Potency is read from the fitted curve at half-maximal effect.

SMILES	SW480 rereplic	TDP43 rescue	GLP-1R inv ag	HT1080-NT tox	KB-V1 MDR tox	HT1080 IDH1KD tx	KB-3-1 tox	GLP-1R agonist	GLP1R cytotox
Cc1ccccc1CNc1nc(N(C)C)nc2c1cnn2C	.	20µM*	?	.	7%	.	4%	.	-10%
CSCCCNC(=S)Nc1ccc(N2CCOCC2)cc1N1CCOCC1	10%	18%	0%	2%	5%	-3%	-4%	-1%	-16%
CCOC(=O)c1ccccc1NC(=O)c1cncc(Br)c1	-3%	11%	15%	8%	6%	1%	14%	0%	5%
Cc1cccc(Nc2nc(N)nc(CSc3nccn3C)n2)c1	-10%	-16%	6%	-5%	-12%	-24%	-21%	8%	17%
CCOC(=O)c1ccccc1NC(=O)c1sc2nc3n(c(=O)c2c1C)CCCC3	.	3%	23%	.	3%	.	-14%	.	-11%
Cc1cc(C)c(C)c(C(=O)c2ccccc2C(=O)O)c1C	-7%	-6%	-9%	1%	7%	-2%	3%	0%	6%
Cc1ccc2c(c1)-c1nc(-c3ccc4c(c3)NC(=O)CO4)cc(-c3ccc(Cl)cc3)c1CO2	.	10%	-4%	.	0%	.	3%	1%	2%
Cc1ccc(S(=O)(=O)NCCNC(=O)c2ccc(C)nc2)cc1	-3%	-13%	2%	11%	-20%	24%	-2%	10%	21%
COc1ccc(NC(=O)CCCCCN2C(=O)c3cccc([N+](=O)[O-])c3C2=O)c(OC)c1	5%	22%	6%	2%	3%	6%	4%	1%	0%
COc1ccc(CNC(=O)CN(C(=O)c2csnn2)c2cnc3ccccc3c2)cc1	-2%	11%	40%[activator]	-4%	-18%	-3%	24%	15%	2%
O=C(NCCn1cc(SCc2ccc(C(F)(F)F)cc2)c2ccccc21)c1ccccc1F	.	29%	?	.	-3%	.	-8%	-13%	-11%
Cc1cccc(OCc2nnc(SCC(=O)Nc3cc(C)on3)n2C)c1	-2%	-18%	-9%	11%	24%	8%	9%	-15%	1%
Cn1ccc2cc(S(=O)(=O)N3CCC(C(=O)NCCc4ccccc4)CC3)ccc21	.	0%	-6%	.	1%	.	4%	.	-11%
CC(=O)Nc1ccc(Nc2ncnc3c2cnn3C)cc1	.	28%	33%[activator]	.	2%	.	5%	.	-2%
O=C(NCc1ccc(F)cc1)C1CCN(S(=O)(=O)c2ccc3c(c2)CCCN3C(=O)C2CCC2)CC1	.	11%	-15%	.	-13%	.	?	.	-4%
COc1ccc(S(=O)(=O)N2CCOCC2)cc1C(=O)NCc1ccccc1CN1CCCC1	-3%	17%	-15%	2%	?	17%	2%	11%	-4%
CN(C)c1ccc(CNc2ccccn2)cc1	-10%	-24%[1.82 µM]	4%	13%	?	23%	8%	18%	-2%
COc1ccc(C(=O)Nc2cnccn2)cc1[N+](=O)[O-]	1%	19%	11%	6%	11%	7%	-2%	-2%	2%
CC1=NN(c2ccc(Cl)cc2)C(=O)C1C(c1cccc(O)c1)c1c(C)[nH]n(-c2ccc(Cl)cc2)c1=O (stereo not given)	3%	8%	-15%	16µM*	-16%	?	-14%	-3%	-7%
CC(=O)N1c2ccccc2N(Cc2ccc(C)cc2C)C(=O)C1(C)C	18µM*	4%	?	?	?	16µM*	4.1µM*	13%	13%

Continued; the last four above are carried over.
SMILES	SW480 rereplic	TDP43 rescue	GLP-1R inv ag	HT1080-NT tox	KB-V1 MDR tox	HT1080 IDH1KD tx	KB-3-1 tox	GLP-1R agonist	GLP1R cytotox
CN(C)c1ccc(CNc2ccccn2)cc1	-10%	-24%[1.82 µM]	4%	13%	?	23%	8%	18%	-2%
COc1ccc(C(=O)Nc2cnccn2)cc1[N+](=O)[O-]	1%	19%	11%	6%	11%	7%	-2%	-2%	2%
CC1=NN(c2ccc(Cl)cc2)C(=O)C1C(c1cccc(O)c1)c1c(C)[nH]n(-c2ccc(Cl)cc2)c1=O (stereo not given)	3%	8%	-15%	16µM*	-16%	?	-14%	-3%	-7%
CC(=O)N1c2ccccc2N(Cc2ccc(C)cc2C)C(=O)C1(C)C	18µM*	4%	?	?	?	16µM*	4.1µM*	13%	13%
COc1ccc(OC)c(NC(=O)Nc2nnc([C@H]3C[C@H](O)[C@@H](CO)O3)s2)c1	.	21%	16%	?	3%	8%	0%	-3%	0%
CCN(CCC#N)c1ccc(/C=N/Nc2nc(C)cc(=O)[nH]2)c(C)c1	-15%	-14%[9.22 µM]	107%[activator]	-1%	0%	12%	1%	24%	2%
O=C(CCn1cnc2ccccc2c1=O)Nc1nc2c(s1)CCCC2	2%	-23%	?	-24%	0%	?	-5%	6%	-14%
COc1ccc(CNC(=O)C2CC(C)=C(C)CC2C(=O)O)cc1OC (stereo not given)	-32%[inhibitor][1.84 µM]	.	12%	1%	?	2%	-7%	0%	-4%
COC(=O)c1ccc(NC(=O)CN2C(=O)c3cccc4cccc2c34)cc1	.	-6%	12%	.	5%	.	0%	.	1%
O=C1Nc2ccc(Cl)cc2C(=O)C1(F)c1ccccc1 (stereo not given)	1%[9.22 µM]	13%	?	-19%	2%	-16%	0%	-16%	-11%
CC(NC(=O)Cn1nc(-c2ccccc2)c2ccccc2c1=O)c1ccccc1 (stereo not given)	14%	0%	?	0%	-23%	1%	-3%	7%	-16%
CCOC(=O)c1c(C)c(C(=O)NC(C)COC)c(C)n1CC (stereo not given)	-14%	-25%	0%	5%	-3%	0%	-2%	-6%	-15%
CCC(Oc1ccccc1)C(=O)Nc1cc(C(F)(F)F)ccc1N1CCOCC1 (stereo not given)	12%	-5%	?	-1%	?	-8%	?	26%	25%
O=C(O)C(=Cc1ccc([N+](=O)[O-])cc1)CCc1ccccc1	.	18%	3%	-2%	3%	-5%	0%	1%	-7%
SC(COCc1ccccc1)CN1CCN(Cc2ccc3c(c2)OCO3)CC1 (stereo not given)	18%	-20%	?	-24%	?	-11%	1%	11%	-2%
COC(=O)C(Cc1c[nH]c2ccccc12)NC(=O)c1cccs1 (stereo not given)	?	1%	10%	6%	-1%	9%	-1%	17%	-11%
CCN(CC)S(=O)(=O)c1ccc(C(=O)Nc2c3c(nn2C(C)(C)C)CS(=O)(=O)C3)cc1	-6%	-5%	0%	-2%	8%	0%	1%	-4%	-3%
Cc1cc(C)cc(NC(=O)CSc2nnc(Cn3c(=O)sc4ccccc43)n2C)c1	-4%	4%	13%	0%	-5%	-5%	-13%	-1%	1%
Cc1ccc(C)c(N2CCN(CCCNC(=O)CCn3c(=O)c4cccn4c4cccnc43)CC2)c1	?	2%	?	-14%	4%	-23%	?	6%	-17%
O=C(CNCCc1ccccc1)N1CCc2ccccc2C1	8%	-3%	?	-5%	?	-5%	7%	-1%	-4%
COCCn1nnnc1C(C(C)C)N1CCN(C(=O)c2ccco2)CC1 (stereo not given)	-6%	22%	1%	22%	-4%	12%	5%	-1%	-9%
CCOC(=O)c1ccc(NC(=O)Cn2nnc(-c3ccccc3F)n2)cc1	-2%	17%	-29%	5%	0%	1%	7%	0%	-15%
CCN(CC(=O)Nc1ccc2c(c1)OCO2)S(=O)(=O)c1ccccc1	0%	2%	-2%	0%	?	-13%	-7%	7%	-9%
O=C(OCCC1Oc2cccnc2NC1=O)c1ccc(Cl)cc1 (stereo not given)	-8%	11%	-6%	1%	-2%	-6%	-2%	9%	10%
O=C(COC(=O)/C=C/c1cccs1)Nc1ccc(Cl)cc1F	-5%	-5%	-22%	6%	-1%	6%	21%	-2%	-9%
O=C(CCCN1C(=O)S/C(=C\C=C\c2ccccc2)C1=O)Nc1ccc(O)cc1	?	-4%	?	?	15%	21µM*	-8%	7%	-16%

Ordered by SMILES length (rising): five of the compounds above
SMILES	SW480 rereplic	TDP43 rescue	GLP-1R inv ag	HT1080-NT tox	KB-V1 MDR tox	HT1080 IDH1KD tx	KB-3-1 tox	GLP-1R agonist	GLP1R cytotox
O=C1Nc2ccc(Cl)cc2C(=O)C1(F)c1ccccc1 (stereo not given)	1%[9.22 µM]	13%	?	-19%	2%	-16%	0%	-16%	-11%
CCOC(=O)c1c(C)c(C(=O)NC(C)COC)c(C)n1CC (stereo not given)	-14%	-25%	0%	5%	-3%	0%	-2%	-6%	-15%
CCOC(=O)c1ccc(NC(=O)Cn2nnc(-c3ccccc3F)n2)cc1	-2%	17%	-29%	5%	0%	1%	7%	0%	-15%
CC(NC(=O)Cn1nc(-c2ccccc2)c2ccccc2c1=O)c1ccccc1 (stereo not given)	14%	0%	?	0%	-23%	1%	-3%	7%	-16%
Cc1ccc(C)c(N2CCN(CCCNC(=O)CCn3c(=O)c4cccn4c4cccnc43)CC2)c1	?	2%	?	-14%	4%	-23%	?	6%	-17%

Bioassay records (PubChem)

Compounds were not picked by outcome; about 9.4% have a hit in one of these screens.
